UGM FP inh = Mtb UDP-galactopyranose mutase inhibition; purified UGM, fluorescence polarization probe displacement; inhibition, % at 10 µM; actives 0.06% (n = 320,000); in the data active = inhibition above about 10%, passing the limit was not always enough
Target sequence (P9WIQ1 whole entry, looked up): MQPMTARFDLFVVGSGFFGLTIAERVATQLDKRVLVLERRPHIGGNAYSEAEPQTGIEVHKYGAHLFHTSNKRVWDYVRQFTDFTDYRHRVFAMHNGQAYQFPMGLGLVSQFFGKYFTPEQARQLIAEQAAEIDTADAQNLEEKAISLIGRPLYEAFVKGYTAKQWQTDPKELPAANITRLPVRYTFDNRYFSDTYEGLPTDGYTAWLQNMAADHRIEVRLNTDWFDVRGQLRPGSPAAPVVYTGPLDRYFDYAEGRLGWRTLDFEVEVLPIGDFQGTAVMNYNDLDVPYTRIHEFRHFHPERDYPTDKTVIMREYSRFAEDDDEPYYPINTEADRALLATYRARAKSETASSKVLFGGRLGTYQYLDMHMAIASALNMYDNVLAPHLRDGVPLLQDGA
Rv3671c inh = inhibitors of M. tuberculosis serine protease Rv3671c; inhibition, % at 5.96 µM; actives 0.048% (n = 320,000); P9WHR9; in the data active = inhibition above about 38%;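 also: extracellular domain of Rv3671c used as enzyme; 0% = enzyme with DMSO and 100% = no enzyme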
Mtb FBA inh = inhibits M. tuberculosis FBA enzyme | P9WQA3 | purified M. tuberculosis FBA, fluorescence read-out | inhibition, % at 1 µM | actives 2.3% (n = 360,000); in the data active = inhibition above about 27%;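 also: 0% = vehicle and 100% = reference inhibitor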
Target sequence (P9WQA3 whole entry, looked up): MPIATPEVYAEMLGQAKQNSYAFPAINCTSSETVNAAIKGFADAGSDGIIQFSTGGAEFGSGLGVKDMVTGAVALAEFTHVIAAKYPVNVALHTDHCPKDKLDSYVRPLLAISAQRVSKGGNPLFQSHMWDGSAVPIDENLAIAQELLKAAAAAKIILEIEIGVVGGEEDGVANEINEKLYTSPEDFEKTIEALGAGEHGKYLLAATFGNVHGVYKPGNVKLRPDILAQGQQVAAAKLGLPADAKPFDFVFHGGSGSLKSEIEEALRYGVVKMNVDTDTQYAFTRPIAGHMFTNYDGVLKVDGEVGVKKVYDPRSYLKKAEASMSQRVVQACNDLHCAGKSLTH
3CLpro inhibitor = SARS-CoV 3CLpro protease inhibition | recombinant SARS-CoV 3CLpro, quenched FRET peptide cleavage | AID 1706 | P0C6X7 | inhibition, % at 6 µM | actives 0.14% (n = 290,000); in the data active = inhibition above about 12%
PriA SSB inh = inhibitors of Klebsiella pneumoniae PriA binding to SSB C-terminal tail. AlphaScreen SSBct-PriA binding, biotinylated peptide. inhibition, % at 33 µM. actives 0.6% (n = 430,000); in the data active = inhibition mostly above about 37%, no sharp cut-off; inactive = mostly below about 20%;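 also: plate controls were negative control peptide for no effect and reference peptide for full effect; strong numbers were not always called active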
MazEF act = activators of E. coli MazEF toxin-antitoxin RNase; FAM/BHQ RNA-DNA oligo cleavage fluorescence, 5 h; P0AE70; actives 0.32% (n = 350,000); activation, % at 20 µM; AID 504720; in the data active = activation above about 50%
Target sequence (P0AE70 whole entry, looked up): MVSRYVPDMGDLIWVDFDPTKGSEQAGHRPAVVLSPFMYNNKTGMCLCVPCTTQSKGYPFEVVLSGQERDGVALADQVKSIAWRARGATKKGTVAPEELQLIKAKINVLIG
VHR inh abs = blocks human VHR1 dual specificity phosphatase | actives 0.52% (n = 290,000) | recombinant VHR phosphatase, pNPP absorbance | P51452 | inhibition, % at 13.3 µM | AID 1654; in the data active = inhibition above about 50%; also: some compounds called inactive have numbers as strong as hits
GDH-TPI inh = GDH-TPI coupled enzyme inhibition counter-screen; GDH-TPI coupled enzyme counterscreen, NADH absorbance; AID 588335; inhibition, % at 4.8 µM; actives 1.2% (n = 360,000); in the data active = inhibition above about 30%;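 also: 0% = DMSO wells and 100% = wells lacking the enzyme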
Vc quorum ag = quorum light induction in luxS cqsA deficient V. cholerae | V. cholerae BH1578 lux reporter, luminescence, 6 h | activation, % at 18.7 µM | actives 0.16% (n = 350,000) | AID 588436; in the data active = activation mostly above about 9.7%, no sharp cut-off; also: not every result past the cut was called active; inactives centre near 0; reference of the scale not given here
Mtb BioA inh = BioA (M. tuberculosis) enzyme inhibition; purified M. tuberculosis BioA enzyme, plate reader; inhibition, % at 9.99 µM; actives 0.096% (n = 360,000); in the data active = inhibition above about 40%
Active calls of the source: *; i = inactive; x = no result given. This is a subset; count on the stated rates, not on these rows.

Values in the order – 3CLpro inhibitor, UGM FP inh, MazEF act, GDH-TPI inh, PriA SSB inh, Mtb FBA inh, Vc quorum ag, VHR inh abs, Mtb BioA inh, Rv3671c inh
- Cc1cccc(S(=O)(=O)NC(=O)C2(C)CCN2C(=O)c2cccc(F)c2)c1 (centres undefined)
  x, x, x, 12, x, 1, -0.1, x, -0.8, x
- CCC(C(=O)NCCN1CCN(C)CC1)n1c(C)c2cnn(-c3ccccc3)c(=O)c2c1C (centres undefined)
  1, -0.3, -13, 1, -1, -2, -0.1, -4, 0.6, 1
- COc1cccc(N(CC(=O)NC2CCCC2)C(=O)Cn2nnc(-c3ccc(C)cc3)n2)c1
  4, 2.2, -9, -4, 4, -1, -0.2, 7, x, -3
- Cc1ccc(C(=O)OCC(=O)Nc2cc(S(C)(=O)=O)ccc2Cl)cc1S(=O)(=O)N1CCCCC1
  -2, -0.9, 3, 0, -1, 1, 0.7, 29, -2.0, -8
- Nc1nnc(CCC2CCCCC2)s1
  2, -0.8, -7, -3, -3, -1, i, -10, -0.4, 4
- O=C1CCCCCN1CP(=O)(O)CN1CCCCCC1=O
  1, -1.1, -3, -4, -8, 1, i, 2, 0.0, 3
- COc1ccc(S(=O)CC(=O)Nc2ccc(Cl)cc2Cl)cc1 (centres undefined)
  0, 0.5, -16, -2, -7, -1, -0.2, 35, x, 8
- CCS(=O)(=O)c1ccc2oc(SCC(=O)NCCc3ccccc3)nc2c1
  3, -0.9, 2, 4, 4, 6, -0.2, 9, x, -3
- CC(CCN1C(Nc2ccccc2)=NC[C@@H]1C)c1ccccc1 (some centres undefined)
  -2, 0.9, 7, 0, -4, -3, 4.5, 36, -0.7, -4
- O=C(Cc1cccc(NC(=O)C2CCCN(C(=O)C3CCCC3)C2)c1)Nc1ccc(C(=O)N2CCOCC2)cc1 (centres undefined)
  x, x, -21, 5, -3, -2, -1.1, x, 0.1, x
- COc1cc(C(=O)NC(C)c2ccc(-n3ccnc3)cc2)cc(OC)c1C (centres undefined)
  3, 0.9, 8, 3, 1, -3, i, 10, 1.9, -2
- CC1CCN(S(=O)(=O)c2ccc(S(=O)(=O)NCC3COCCO3)cc2)CC1 (centres undefined)
  2, -0.5, 6, -9, 1, -1, -0.2, 8, -1.9, -5
- O=c1c2cc(N3CCOCC3)ccc2[nH]c(=S)n1CCCN1CCCC1
  1, -1.5, 2, 27, -8, 5, -0.3, 20, 0.9, -6
- CCOC(=O)c1[nH]c(CSc2nnc(-c3ccc(OC)cc3)o2)c(C(=O)OCC)c1C
  1, 1.7, -15, 10, -17, 2, -0.3, -25, -3.7, -3
- COc1cccc(COc2cc3ccccc3nc2C)c1
  -1, 0.2, 2, 6, -71, 0, -0.4, 36, x, -5
- CCOC(=O)N1CCN(C(=O)COc2ccccc2OC)CC1
  7, 2.5, 4, 10, -4, 5, -0.4, 24, 0.6, -5
- CCOc1ccc(NC(=O)C2CC=CCC2C(=O)O)cc1 (centres undefined)
  1, 0.9, -1, 4, -10, 2, -2.6, 4, -0.8, -3
- COc1ccc(Cn2cc(CN3CCS(=O)(=O)N(Cc4ccc(-c5cccc(Cl)c5)cc4)C(C)C3=O)nn2)cc1 (centres undefined)
  x, x, -1, 12, 0, -1, -0.6, x, -0.9, x
- COCCNC(=O)C1CCCN(C(=O)Cc2ccc(F)cc2)CC1 (centres undefined)
  x, x, x, -6, x, -1, i, x, 0.6, x
- COc1ccc(-n2c(Cc3cccn3C)nnc2SCC(=O)Nc2cccc(C)c2C)cc1
  -2, -1.8, 14, -4, 11, 2, -0.4, -1, 4.9, -7
- Fc1ccc(CN2C3=NCCN3c3ccccc32)cc1
  -2, -0.5, 4, -7, -4, 0, -0.5, 31, x, 0
- Cc1cccc(NC(=O)COc2ccc(Br)cc2/C=N/O)c1
  2, 0.6, -1, 5, x, -2, -3.6, 10, x, -16
- O=C(CN1CCCC1)Nc1c(Cl)cccc1Cl
  -2, 1.5, 12, -5, -6, -3, i, -2, 2.1, -5
- O=C(COC(=O)c1cc([N+](=O)[O-])ccc1NCc1ccccc1Cl)NCC(F)(F)F
  6, 0.1, -3, 4, -9, -2, i, 21, -2.0, 3
- CN(C)CCNC(=O)c1cccc2nc3c(ccc4ccccc43)nc12
  x, x, 2, -1, 11, 4, i, x, x, x
- CN(CCc1ccccc1)C(=O)c1cccc(NC(=O)Cc2cccc(NC(=O)C3CCCN(C(=O)CCc4ccccc4)C3)c2)c1 (centres undefined)
  x, x, -12, 6, -6, 2, i, x, -2.5, x
- CN(CCc1ccccn1)C(=O)CCC1CCCN(C(=O)c2cccc(N(C)C)c2)C1 (centres undefined)
  0, 0.4, -1, 1, -7, 3, i, 40, -0.3, -4
- Cc1ccc(C)c(NC(=O)CN(C)C(=O)c2ccccn2)c1
  x, x, 1, 0, x, 0, i, x, 2.1, x
- O=C(O)c1ccccc1/C=N/Nc1nc(N2CCCCC2)nc(N2CCCCC2)n1
  -9, -1.4, x, x, x, x, x, 18, x, 1
- C=CCC[C@@H](Cc1ccc(F)cc1)C(=O)OC[C@@H]1CCCN1C(=O)[C@@H](CC=C)CC(=O)N[C@@H](CO)Cc1ccccc1
  x, -2.0, 5, 6, -12, -2, -0.4, x, -0.8, 0

Brought forward from above: two entries, then new ones.
Values in the order – 3CLpro inhibitor, UGM FP inh, MazEF act, GDH-TPI inh, PriA SSB inh, Mtb FBA inh, Vc quorum ag, VHR inh abs, Mtb BioA inh, Rv3671c inh
- O=C(O)c1ccccc1/C=N/Nc1nc(N2CCCCC2)nc(N2CCCCC2)n1
  -9, -1.4, x, x, x, x, x, 18, x, 1
- C=CCC[C@@H](Cc1ccc(F)cc1)C(=O)OC[C@@H]1CCCN1C(=O)[C@@H](CC=C)CC(=O)N[C@@H](CO)Cc1ccccc1
  x, -2.0, 5, 6, -12, -2, -0.4, x, -0.8, 0
- CN(CCc1ccccc1)C(=O)c1ccc(NC(=O)Cc2cccc(NC(=O)C3CCN(C(=O)C4CC4)CC3)c2)cc1
  x, x, 3, 2, 15, 0, i, x, -2.2, x
- Cc1nc(-c2ccccc2)cn2c1nc1ccccc12
  -1, -2.4, -6, 13, -22, 119*, i, 0, x, -14
- COc1ccc(CNC(=O)c2sc(=O)n(Cc3cc(Cl)ccc3OC)c2C)cc1
  x, x, x, 12, x, 5, i, x, -0.6, x
- CN(C)S(=O)(=O)c1ccc(C(=O)Oc2cc(=O)[nH]c3ccccc23)cc1
  1, 2.8, 8, 11, 0, 4, i, 14, -4.3, -5
- N#Cc1c2ccccc2nc2ccccc12
  -1, -7.5, 3, -2, 2, 28*, i, 31, 0.5, 1
- O=C(Nc1c2c(nn1-c1ccc(F)cc1)CS(=O)C2)c1ccco1 (centres undefined)
  1, -1.7, 2, 5, 3, 1, -0.5, 2, -2.4, -4
- CC(CC(=O)O)CC(=O)Nc1cc(C(F)(F)F)cc(C(F)(F)F)c1 (centres undefined)
  -1, 2.5, 13, 12, -3, -3, -1.0, 6, x, 2
- O=C(O)c1ccc(CSc2nnc(Cc3ccccc3)o2)cc1
  7, 2.8, 9, 12, -7, -1, i, 6, -1.7, 1
- COc1ccc(CCN2CC(C(=O)N(C)Cc3ccc4nsnc4c3)CCC2=O)cc1 (centres undefined)
  -1, -1.0, -2, 4, 3, 0, 1.4, 19, 1.6, 4
- O=C(Cc1ccc(NC(=O)C2CCCN(C(=O)C3CCCCC3)C2)cc1)Nc1cccc(C(=O)N2CCCCC2)c1 (centres undefined)
  x, x, 9, 0, 7, -2, -1.0, x, 0.0, x
- COc1ccc(NC(=O)N(C)C[C@H]2Oc3ccc(NC(=O)Nc4c(C)noc4C)cc3C(=O)N([C@H](C)CO)C[C@@H]2C)cc1
  x, -1.0, 10, 3, -6, -3, i, x, 0.4, 1
- Cc1cc(C)n2cc(CSc3nncn3C)nc2n1
  1, -1.8, -16, 6, -18, 49*, 1.2, 13, x, -12
- O=C1/C(=N\S(=O)(=O)c2cccs2)C([n+]2ccc(CCCc3ccccc3)cc2)=C([O-])c2ccccc21
  -1, -2.2, 8, 0, x, 0, 0.0, 27, -2.1, -25
- COc1ccc(/C=N/Nc2cc(OC)ncn2)cc1
  0, 2.5, -2, 31*, x, -2, -0.1, 32, x, 3
- CCN(CC)C(NC(=O)c1ccccc1)C(=O)c1ccccc1 (centres undefined)
  4, 0.5, 10, 4, -10, 0, -0.4, 1, -2.4, -7
- CNC(=S)N1C2CCCC1CC(NC(=O)c1ccc(F)cc1)C2 (centres undefined)
  -3, -1.5, 10, -20, 4, 1, -1.1, -13, 0.6, 0
- CC(C)CC(NC(=O)OCc1ccccc1)C(=O)NC(Cc1ccccc1)C(=O)CCl (centres undefined)
  x, x, 3, 1, -12, -2, i, x, x, x
- CCc1c(O)nc(SCc2ccccc2)n(C(C)CC)c1=O (centres undefined)
  3, 0.0, 1, 6, -5, 1, -0.2, 11, 0.5, -8
- O=S(=O)(CS(=O)(=O)c1ccccc1)c1ccccc1
  x, x, 9, -4, -7, -5, -1.8, x, -1.1, x
- COc1cc(CN2CCN(C(=O)Cc3ccccc3)CC2)cc(OC)c1OC
  -1, -0.8, 4, 2, -3, 2, i, 0, 2.6, 4
- O=[N+]([O-])c1cccc(C=NNc2ccc3ccccc3n2)c1O
  x, x, 2, 22, 7, -11, 0.9, x, x, x
- COc1ccc(-c2cc(C(=O)Nc3c(C)nn(Cc4ccccc4Cl)c3C)no2)cc1
  4, 2.5, 19, 11, -3, 0, -0.2, 2, -1.8, 3
- COc1ccccc1N1CCN(C2CCCN(C(=O)c3ccnc4ccc(C)cc34)C2)CC1 (centres undefined)
  -6, 2.5, -3, 8, 2, 2, -0.3, 27, 0.4, -14
- Cc1cccc(C(C)C)c1NC(=O)COC(=O)c1cccc(S(=O)(=O)N2CCc3ccccc3C2)c1
  2, 2.5, -2, -4, -11, -3, -0.1, -7, x, -1
- O=C(NCCCCCCNC(=O)C1CCCC1)C1CCCC1
  -1, 0.6, 5, 6, -25, -3, -2.9, 16, 0.2, -1
- CCC(C)(NC(=O)c1ccc2c(c1)OCO2)C(=O)NC1CCCCC1 (centres undefined)
  -3, 0.9, -6, -5, 1, -1, -0.4, 12, -0.7, 3
- CCN(CC)S(=O)(=O)c1cc(C(=O)OCC(=O)Nc2cccc(Br)c2)ccc1F
  2, 2.4, -2, -6, -16, -2, -0.3, -4, x, -59

Whole records from above:
O=C(NCCCCCCNC(=O)C1CCCC1)C1CCCC1 is listed as 3CLpro inhibitor = -1; UGM FP inh = 0.6; MazEF act = 5; GDH-TPI inh = 6; PriA SSB inh = -25; Mtb FBA inh = -3; Vc quorum ag = -2.9; VHR inh abs = 16; Mtb BioA inh = 0.2; Rv3671c inh = -1
COc1ccc(NC(=O)N(C)C[C@H]2Oc3ccc(NC(=O)Nc4c(C)noc4C)cc3C(=O)N([C@H](C)CO)C[C@@H]2C)cc1 is listed as 3CLpro inhibitor = x; UGM FP inh = -1.0; MazEF act = 10; GDH-TPI inh = 3; PriA SSB inh = -6; Mtb FBA inh = -3; Vc quorum ag = i; VHR inh abs = x; Mtb BioA inh = 0.4; Rv3671c inh = 1

Source: PubChem (several laboratories)
